# TCR-CD3 inh: inhibitors of human TCR-CD3 interaction, primary screen, biochemical, fluorescence, TAMRA-labeled TCR probe; inhibition, % at 9.4 µM; hit rate 0.37% among 360,000; in the data active = inhibition above about 19%;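 also: recombinant mutant TCR 2C K166C tagged with TAMRA read by polarization; 0% = receptor in buffer alone and 100% = receptor with positive control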
# HTRA1 inhibitor: HTRA1 serine protease inhibitors, primary screen, biochemical, fluorescence polarization, HTS. hit rate 0.5% among 340,000. AID 504803, 2011. Q92743. recombinant HTRA1, FP-rhodamine activity-based probe. inhibition, % at 5.96 µM; in the data active = inhibition above about 36%;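 also: 0% = enzyme with DMSO and 100% = wells lacking enzyme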
# SIAE primary: human SIAE inhibitors, primary screen, biochemical, fluorescence polarization, FP-Rh probe, 1536-well HTS. SIAE FP-Rh probe binding. Sialate O-acetylesterase (Homo sapiens), Q9HAT2. inhibition, % at 9.66 µM. hit rate 0.69% among 370,000;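 active = inhibition above a cutoff: mean of compounds within the control limits plus 3 SD of those, cut at about 17% in these data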;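 also: 0% = plate median of compound wells and 100% = probe without SIAE protein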
# Target sequence (Q9HAT2 whole entry, looked up): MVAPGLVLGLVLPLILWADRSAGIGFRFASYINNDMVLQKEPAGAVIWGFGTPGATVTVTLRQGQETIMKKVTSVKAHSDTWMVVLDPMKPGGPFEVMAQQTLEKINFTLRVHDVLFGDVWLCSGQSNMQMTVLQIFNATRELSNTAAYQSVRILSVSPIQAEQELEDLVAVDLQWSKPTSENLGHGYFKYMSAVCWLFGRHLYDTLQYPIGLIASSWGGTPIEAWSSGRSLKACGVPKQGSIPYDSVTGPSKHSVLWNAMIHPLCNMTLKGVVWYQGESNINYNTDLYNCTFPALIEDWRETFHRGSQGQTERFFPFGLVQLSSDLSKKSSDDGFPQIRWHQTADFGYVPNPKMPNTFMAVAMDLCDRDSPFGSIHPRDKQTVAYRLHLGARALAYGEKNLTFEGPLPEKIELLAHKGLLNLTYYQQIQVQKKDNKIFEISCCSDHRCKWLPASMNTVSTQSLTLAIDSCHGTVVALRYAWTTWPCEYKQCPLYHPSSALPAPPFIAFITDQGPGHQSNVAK
# rCAG RNA binder: binders of r(CAG) RNA repeats, primary screen, biochemical, fluorescence | r(CAG) RNA repeat, TO-PRO-1 dye displacement fluorescence | inhibition, % at 3 µM | hit rate 1.3% among 370,000 | AID 651821, 2012;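 active = inhibition above the plate cutoff, the mean of all test compounds on that plate plus 3 SD, cut at about 35% in these data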;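 also: 0% = DMSO alone and 100% = 100 µM mitoxantrone as full dye displacement; higher means more dye released from RNA so lower well fluorescence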
# UHRF1 binding: UHRF1 methylated DNA binding inhibitors, primary screen, counter-screen for MBD2 inhibitor project, biochemical, TR-FRET, human UHRF1, single concentration; UHRF1 binding to methylated oligo; E3 ubiquitin-protein ligase UHRF1 (Homo sapiens), Q96T88; inhibition, % at 4.4 µM; AID 687016, 2013; hit rate 0.75% among 370,000; in the data active = inhibition above about 21%;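 also: UHRF1 SRA domain binding a hemimethylated CpG hairpin DNA probe; 0% = median of test compound wells and 100% = reference inhibitor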
# PRMT1 inh: PRMT1 methyltransferase inhibitors, primary screen, biochemical, fluorescence polarization | Protein arginine N-methyltransferase 1 (Homo sapiens), Q99873 | recombinant PRMT1, activity-based probe fluorescence polarization | inhibition, % at 2.79 µM | hit rate 1.3% among 370,000;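 active = inhibition above about 21% made by adding two undisclosed values, limit read from the data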
# Target sequence (Q99873 whole entry, looked up): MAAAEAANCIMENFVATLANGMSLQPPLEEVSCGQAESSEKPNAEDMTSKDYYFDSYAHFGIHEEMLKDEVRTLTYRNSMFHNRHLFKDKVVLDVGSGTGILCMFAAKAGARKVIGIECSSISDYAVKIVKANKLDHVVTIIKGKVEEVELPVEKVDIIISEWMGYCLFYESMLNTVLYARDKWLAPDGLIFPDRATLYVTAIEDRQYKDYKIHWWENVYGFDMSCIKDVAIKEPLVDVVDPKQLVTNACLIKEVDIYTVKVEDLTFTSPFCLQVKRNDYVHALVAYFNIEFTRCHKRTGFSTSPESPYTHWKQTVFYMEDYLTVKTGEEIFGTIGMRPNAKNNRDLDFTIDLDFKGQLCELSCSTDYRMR
# MBD2 DNA inh: inhibitors of MBD2 binding to methylated DNA, primary screen, biochemical, TR-FRET, DNA-binding domain, human; hit rate 0.31% among 370,000; inhibition, % at 4.4 µM; Methyl-CpG-binding domain protein 2 (Homo sapiens), Q9UBB5; MBD2 binding to methylated oligonucleotide; in the data active = inhibition above about 13%
# GC-A act: GC-A stimulated cGMP production enhancers – HEK293 GC-A cells, cGMP TR-FRET, EC30 ANP, primary screen; 0% at EC30 ANP, 100% saturating ANP; activation, % at 10 µM; AID 1671463, 2021; hit rate 0.14% among 370,000; in the data active = activation above about 40%
# NPR2 activator: human GC-B receptor activators, primary screen, HEK293 GC-B cells, cGMP TR-FRET, EC30 CNP; 0% at EC30 CNP, 100% saturating CNP; AID 1920062, 2024; hit rate 0.11% among 370,000; activation, % at 10 µM;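 active = activation at 10 µM reaching about 35% in either raw or pattern-adjusted values, limit read from the data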
# ABHD4 inh: ABHD4 inhibitors, primary screen, biochemical, fluorescence polarization, mouse | (Lyso)-N-acylphosphatidylethanolamine lipase (Mus musculus), Q8VD66 | purified mABHD4, FP-Rh probe fluorescence polarization | inhibition, % at 8.92 µM | hit rate 0.54% among 370,000 | AID 720543, 2013;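 active = inhibition exceeding the mean over every tested compound plus 3 SD, cut at about 30% in these data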;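 also: 0% = plate median of compound wells and 100% = S159A mutant with DMSO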
#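 System: mouse ABHD4 enzyme, wild type / Medium: HEPES pH 7.0, NaCl, Pluronic buffer / Reagent: FP-Rh activity-based fluorescent probe / Control set: S159A mutant high control, sample median low control / Detection: fluorescence polarization with parallel and perpendicular emission, 525/598 nm / Schedule: 45 min + 60 min at 25 °C / Compound dosing: 8.92 µM, single dose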
# * marks the source's active call; other numbers are inactive results; . = not tested or not shown. These rows are one share of the data; count on the stated rates, not on these rows.
mol	TCR-CD3 inh	HTRA1 inhibitor	SIAE primary	rCAG RNA binder	UHRF1 binding	PRMT1 inh	MBD2 DNA inh	GC-A act	NPR2 activator	ABHD4 inh
CC(=O)N1CC(=O)Nc2ccc(Cl)cc2C1c1ccc(F)cc1 (stereo not drawn)	-2	4	11	-1	-1	1	-5	-4	-8	-13
Cc1ccc(-n2c(=S)[nH]c3ccccc3c2=O)cc1F	9	-40	-15	36*	-1	-1	-1	2	-5	17
CN(C)CP(=O)(Nc1ccccc1)N(C)C (stereo not drawn)	0	-4	10	2	-2	-1	0	-2	-3	2
CCOc1ccc2nc(N=Nc3c(O)[nH]c(=O)[nH]c3=O)sc2c1	-2	2	-2	3	-10	1	-15	-3	1	4
CCOC(=O)C1CCCCC12C(C#N)=C(N)Oc1n[nH]c(C)c12 (stereo not drawn)	2	5	1	-1	-8	5	-5	3	2	5
Oc1c(Cl)cc(Cl)cc1CN1CCN(Cc2ccccc2)CC1	-2	-3	8	-6	3	3	1	0	-1	-1
Clc1cccc(CN2CCCCC2c2cccnc2)c1 (stereo not drawn)	3	-3	-1	-2	2	2	4	0	-1	0
CCOC(=O)C1(CCOc2ccccc2)CCN(C2Cc3ccccc3C2)CC1	-3	-6	4	-4	2	-2	3	0	-5	-5
COc1ccc(CC2(CCc3ccncc3)C(=O)NC(=O)NC2=O)cc1	2	9	-2	-3	1	2	-5	7	6	2
COc1cc(OC)c(OC)cc1CNCCc1cccc(F)c1	-2	2	-2	-2	5	4	3	-30	-16	15
CC(C)(C)n1cc(C(=O)c2ccccc2)cc1-c1ccccc1	6	-14	-2	-8	2	0	-8	2	-2	0
CCOP(=O)(OCC)C(NC(C)=O)C(Cl)(Cl)Cl (stereo not drawn)	-2	1	-5	0	0	1	1	4	-1	0
Cc1cccnc1NC1=NCC(C)S1 (stereo not drawn)	7	4	-2	-1	0	2	4	2	-2	3
O=c1[nH]c(=O)n(Cc2ccccc2)c(O)c1C=NCCN1CCNCC1	0	3	-5	2	4	5	-2	4	7	-5
CC(C(=O)O)N(C(=O)c1ccccc1)c1ccc(F)c(Cl)c1 (stereo not drawn)	0	3	-1	-1	1	3	3	0	1	1
Cc1ccc(NP(=O)(c2ccccc2)c2nc3ccccc3s2)cc1 (stereo not drawn)	-4	-5	-3	-2	0	0	-3	-8	-3	-9
O=[N+]([O-])c1cc(Cl)c(Cl)cc1Cl	14	0	13	0	-1	0	2	1	0	2
COC(=O)C1=C(c2ccc(OC)c(OC)c2)C[C@@H]2CC[C@H]1N2C(=O)NCCc1ccccc1	2	0	1	-8	-1	-2	-4	0	-2	-2
CCCCn1c(=O)c(C(=O)Nc2ncccc2C)c(O)c2ccccc21	4	-2	-5	5	4	0	0	8	1	-34
CCOC(=O)C(O)(c1ccc(N(CC)C(=O)COc2ccccc2)cc1)C(F)(F)F (stereo not drawn)	.	8	-3	.	.	.	.	-3	-1	.
O=c1c2ccccc2nc(-c2ccccc2)n1-c1ccncc1	4	-28	3	-2	-2	-2	1	-1	2	-3
COC1C(OC(=O)c2ccc(C)[nH]2)C(O)C(Oc2ccc3c(O)c(NC(=O)c4ccc(O)c(CC=C(C)C)c4)c(=O)oc3c2Cl)OC1(C)C (stereo not drawn)	0	-61	-4	77*	1	9	5	-11	1	-43
Cc1ccccc1N	6	6	-1	0	0	-2	7	4	-2	-2
Cc1ccc(-n2c(/C=C/c3ccc4c(c3)OCO4)nc3ccccc3c2=O)cc1	6	.	-11	-2	-3	0	-2	-6	3	4
Nc1cccc(SC2CC(=O)N(c3ccc(Cl)cc3C(=O)c3ccccc3)C2=O)c1 (stereo not drawn)	1	-55	-7	6	28*	3	-4	-12	-9	0
CCOP(=O)(OCC)C(NC(=O)c1ccccc1C)C(Cl)(Cl)Cl (stereo not drawn)	-1	6	19*	1	-3	-2	-1	1	2	-4
O=S1(=O)N(CCN2CC=C(c3c[nH]c4cc(F)ccc34)CC2)c2cccc3c2N1CCC3	0	-10	10	21	-5	-4	-6	1	1	-5
NC(=Nc1ccccc1)NN=Cc1c[nH]c2ccccc12	0	16	6	10	-1	-4	-2	-29	-13	9
O=c1c2ccccc2nc(-c2ccccc2)n1-c1ccccc1	0	8	-4	-3	0	-2	2	-6	-6	-2
CCCCn1c(O)c(C(C)=Nc2ccc3c(c2)CCC3)c(=O)[nH]c1=O	-6	2	4	0	1	1	0	-1	-6	-1
CCC12CN3CCN(CC(C3)/C1=N/NC(=O)c1ccncc1)C2	3	-3	2	0	-1	-1	-1	-4	0	3
c1ccc(CNC2=NCCS2)cc1	-6	0	5	4	-2	-2	-5	3	8	8
Fc1ccc(C2NCCc3[nH]cnc32)cc1 (stereo not drawn)	3	8	0	1	-2	-2	-3	0	5	7
O=C(Nc1ccc(Cl)cc1)N1CC1	1	-9	3	7	-1	-4	-1	1	1	-2
Cc1ccc(S(=O)(=O)c2nc(-c3ccccc3Cl)oc2N(C)C2CCN(C)CC2)cc1	0	-6	-2	4	3	1	-1	0	-4	1
O=C(c1ccc(N2CC3CC(C2)c2cccc(=O)n2C3)c([N+](=O)[O-])c1)N1CCCCC1 (stereo not drawn)	2	12	-1	-7	-3	-5	-3	-1	3	-4
O=C1NC(=O)N(c2ccccc2)C(=O)/C1=C/C=C/c1ccco1	-3	2	-9	12	6	15	7	24	3	2
COC(=O)C1=C(c2cc3ccccc3o2)C[C@@H]2CC[C@H]1N2C(=O)NCc1ccco1	5	-17	3	-1	-2	1	-3	-5	4	-1
Cc1cc(OCC(=O)N2CCCN(C)CC2)ccc1Cl	4	0	-4	2	0	-5	1	-1	4	-10
COC(=O)C1=C(c2ccc(-c3ccccc3)c(F)c2)C[C@@H]2CC[C@H]1N2C(=O)N1CCOCC1	2	0	0	3	2	2	5	-1	-1	-11
COCc1ccc(CN2CCCC(C(=O)c3sccc3C)C2)o1 (stereo not drawn)	8	-4	-3	-4	1	-1	-1	1	4	-3
CC1CC(OP(O)(=S)c2ccc(N(C)C)cc2NC(=O)c2cccs2)CC(C)(C)C1 (stereo not drawn)	2	-5	9	22	-1	7	2	-2	-7	41*
COc1ccccc1C1C([N+](=O)[O-])=C(N)Oc2c1c(=O)oc1ccccc21 (stereo not drawn)	-5	0	-7	18	0	4	0	-8	-7	4
O=P(/C(=N/O)N1CCCCC1)(N1CCOCC1)N1CCOCC1	6	1	5	2	-1	-2	-7	-1	4	-5
CN1c2ccc([N+](=O)[O-])cc2CC2(C(=O)NC(=O)N(c3ccc(Br)cc3)C2=O)C1c1ccccc1 (stereo not drawn)	6	-26	-28	12	3	-1	-1	-5	-2	7
c1cncc(C2CC(c3cccs3)n3ncnc3N2)c1 (stereo not drawn)	2	2	-7	1	2	2	5	6	3	4
CCOC(=O)c1cccc(C2=C(CNC(=O)c3ocnc3C)[C@H]3CC[C@@H](C2)N3Cc2ccccc2)c1	6	6	5	1	-5	-4	-5	4	-2	-3
COc1ccc(C(C)=O)cc1Cc1c(O)[nH]c(=S)[nH]c1=O	1	-1	-1	11	-1	28*	-5	5	2	5
COc1ccc(/C=C2\C(=O)NC(=S)N(C)C2=O)cc1C	0	9	-9	26	15	45*	6	-4	5	4
COc1ccccc1NC(=O)COC(=O)c1cn(C)c2ccccc12	-1	-25	-1	2	-2	-1	2	-3	-2	-3
CCOc1cc(C=C2C(=O)NC(=S)NC2=O)ccc1O	-4	2	0	0	1	17	-4	0	10	8
COC(=O)C1=C(c2ccc(OC(F)(F)F)cc2)C[C@@H]2CC[C@H]1N2C(=O)N1CCCC1	0	-5	12	-7	2	0	-4	-1	-7	9
COC(=O)c1ccc(N2C(=O)CC(N3CCC(n4c(=O)[nH]c5ccccc54)CC3)C2=O)cc1 (stereo not drawn)	-1	-2	4	-4	-2	7	1	-1	2	-1
O=C1C2C3CCC(O3)C2C(=O)N1CCO (stereo not drawn)	7	8	4	4	-2	-2	-5	0	-3	2
C=CC1C[N+]2(C)CCC1CC2C(O)c1ccnc2ccccc12 (stereo not drawn)	0	.	2	-2	0	-5	-2	4	2	-6
O=C(NC1CCCCC1)N1Cc2cc(N3CCCCC3)ccc2-n2nncc2C1	-5	.	-2	2	1	-3	-2	2	-7	-17
COc1ccc(-n2c(Cc3cccc([N+](=O)[O-])c3)nc3ccccc3c2=O)cc1	4	-4	-1	0	-4	-2	-1	-3	2	5
C[C@]12CC[C@H](O)C[C@@H]1CC[C@@H]1[C@@H]2CC[C@]2(C)C(=O)CC[C@@H]12	8	1	-3	1	-2	-3	1	-1	1	2
CCOC(=O)C1(CCOc2ccccc2)CCN(C(C)CSC)CC1 (stereo not drawn)	0	3	2	-9	1	1	-1	0	0	7
O=C(CN1CC(c2ccccc2)CC1=O)NCc1ccc(F)cc1 (stereo not drawn)	-2	4	-6	1	0	0	1	2	6	-1

# Next section
mol	TCR-CD3 inh	HTRA1 inhibitor	SIAE primary	rCAG RNA binder	UHRF1 binding	PRMT1 inh	MBD2 DNA inh	GC-A act	NPR2 activator	ABHD4 inh
O=C(O)c1ccccc1N=Nc1c(O)[nH]c(=O)[nH]c1=O	-2	3	11	1	0	-2	-3	-1	-9	2
CC(C)(C)C(=O)N1Cc2cc(N3CCCCC3)ccc2-n2nncc2C1	-4	.	5	2	4	4	3	4	0	-1
O=c1[nH]c2ccccc2c(=O)n1-c1ccc(Cl)cc1Cl	0	8	-4	1	-1	0	-4	2	-2	-2
CCCCCn1c(=O)c(C(=O)Nc2nc(CC(=O)OCC)cs2)c(O)c2ccccc21	13	5	3	4	20	-3	10	-1	-2	-6
O=c1c2ccccc2nc(-c2cccs2)n1-c1ccccc1	-6	-2	10	-2	2	-1	3	-8	-13	-6
Cc1ccc(-c2nc3ccccc3c(=O)n2-c2cc(C)ccn2)cc1	-1	-2	1	-4	8	-1	1	2	4	-8
c1ccc(CC(NCc2ccco2)c2ccccc2)cc1 (stereo not drawn)	2	-1	3	-4	-1	1	2	-14	3	-3
CC1(CCCc2ccc(N(CCCl)CCCl)cc2)NC(=O)NC1=O (stereo not drawn)	5	-8	2	3	0	-2	0	-4	1	4

# Two compounds drawn at random from those above:
mol	TCR-CD3 inh	HTRA1 inhibitor	SIAE primary	rCAG RNA binder	UHRF1 binding	PRMT1 inh	MBD2 DNA inh	GC-A act	NPR2 activator	ABHD4 inh
O=c1[nH]c2ccccc2c(=O)n1-c1ccc(Cl)cc1Cl	0	8	-4	1	-1	0	-4	2	-2	-2
CCCCCn1c(=O)c(C(=O)Nc2nc(CC(=O)OCC)cs2)c(O)c2ccccc21	13	5	3	4	20	-3	10	-1	-2	-6

# Screening data as filed in PubChem BioAssay.
